Screens (PubChem)
DRD3 agonist: D3 dopamine receptor (human) agonism; P35462; D3R DiscoveRx beta-arrestin cells, luminescence, 90 min; max activation, %; 410,000 tested, 0.58% active; AID 652048; in the data active means max activation above about 30%; further: 0% is about no effect; mostly tested at two doses, the higher about 12 µM
Target sequence (P35462 whole entry, looked up): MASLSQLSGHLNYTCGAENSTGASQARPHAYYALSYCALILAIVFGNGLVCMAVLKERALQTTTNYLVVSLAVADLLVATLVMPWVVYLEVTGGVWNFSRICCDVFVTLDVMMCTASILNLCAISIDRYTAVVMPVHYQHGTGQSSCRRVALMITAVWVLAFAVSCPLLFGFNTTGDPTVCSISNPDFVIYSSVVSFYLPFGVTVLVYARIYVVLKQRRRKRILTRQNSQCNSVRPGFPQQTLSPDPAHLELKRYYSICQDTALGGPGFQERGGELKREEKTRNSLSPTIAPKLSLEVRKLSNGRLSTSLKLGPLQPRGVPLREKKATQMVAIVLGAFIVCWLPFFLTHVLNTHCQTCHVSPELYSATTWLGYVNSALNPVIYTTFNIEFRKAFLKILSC
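Agonist mode: compounds and dopamine controls were applied to plated cells for 90 min at 37 degrees C after an overnight attachment at 1500 cells/well. Luminescent read-out followed 30 - 60 minutes at room temperature with DiscoveRx detection reagent.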
SW480 rerep: DNA re-replication induction in SW480 cells | 340,000 tested, 1.8% active | SW480 DNA re-replication, Hoechst DNA content imaging, 48 h | Potency, µM (top dose mostly 46.1 µM), without a hit: at the top dose re-replication activation, hits mostly activators; further: potency means the concentration at half of the fitted maximal effect; % of control where 0% means no effect; nearly all actives have a fitted effect of over 55% in size
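Quantitative HTS format with DMSO vehicle controls; 48 hr drug incubation at 37 C, then 40 min Hoechst staining and scanning imager measurement at 405 nm excitation.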
HT1080 IDH1KD tx: toxicity to HT-1080 IDH1 knockdown cells (counter line). AID 686971. HT-1080 IDH1 knockdown viability, ATP luminescence, 48 h. Potency, µM (top dose mostly 46.1 µM), inactives show at the highest dose activity, negative = toxicity, most hits filed as cytotoxic. 360,000 tested, 2% active;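 further: potency means the concentration at half of the fitted maximal effect; 0% = DMSO wells and -100% = cell-free medium wells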
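Knockdown cells (IDH1KD HT-1080) received compounds 2 h after plating at 750 cells/well and were kept 48 h at 37 °C in 5% FBS RPMI. A CellTiter-Glo luminescence read gave % activity for curve fitting.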
KB-V1 MDR tox: kills drug-selected multidrug resistant KB-V1 cells | 400,000 tested, 3.4% active | AID 1347076 | Potency, µM (titrated, usually from 46.1 µM), inactives show at the highest dose activity change, negative = cytotoxicity, usual class: cytotoxic | KB-V1 MDR cells viability, CellTiter-Glo, 72 h; further: potency means the concentration at half of the fitted maximal effect; on the % scale 0 is the no-effect control and ±100 the full control effect; nearly all actives have a fitted effect of over 60% in size
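KB-V1 cells (P-gp-expressing MDR subline of KB-3-1) in phenol-red-free DMEM with 10% FBS were exposed to library compounds over a concentration series for 72 h at 37 degrees C. Viability read by CellTiter-Glo luminescence; concentration-effect curves fitted after normalization.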
GLP1R cytotox: cytotoxicity counter-screen for GLP-1 receptor inverse agonists | Potency, µM (highest dose often 38.3 µM), for the others: at the top dose activity change, negative = inhibition, actives largely listed as inhibitors | HEK293 cAMP-luciferase reporter cells, luminescence, 24 h | 410,000 tested, 0.13% active;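 further: loss of luciferase light is scored as toxicity; potency means the concentration at half of the fitted maximal effect; on the % scale 0 is the no-effect control and ±100 the full control effect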
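MLSMR compounds, 24 hr on cells at 37 deg C/5% CO2; luminescence after luciferase reagent (12 min RT). Inhibition counted as the undesired cytotoxic outcome.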
IL-1B inflam inh: blocks inflammasome-driven IL-1 beta release; THP-1 LPS/ATP IL-1B secretion, AlphaLISA, 16 h; active compounds read low; activity change, % at 57.5 µM; 360,000 tested, 4.7% active; in the data active means activity change below about -50%; inconclusive means mostly about -30% to -49%; further: on the % scale 0 is the no-effect control and ±100 the full control effect
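Secreted IL-1B measured by AlphaLISA bead assay after 16 h compound exposure of THP-1 cells; compounds (final up to 57.5 uM) added 1 h before LPS (250 ng/mL) and ATP (1.25 mM) stimulation; lower signal means less secretion.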
HT1080NT lethal: kills 2HG-producing HT-1080-NT fibrosarcoma cells; Potency, µM (top dose mostly 46.1 µM), for inactives: at the top dose activity, negative = less viability, usual class: cytotoxic; HT-1080-NT fibrosarcoma viability, CellTiter-Glo ATP luminescence, 48 h; 360,000 tested, 1.6% active; AID 686970;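 further: NT is the 2HG producing partner of a matched IDH1 knockdown line; potency means the concentration at half of the fitted maximal effect; 0% = DMSO-treated cells and -100% = media-only wells without cells; nearly all actives have a fitted effect of over 55% in size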
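Luminescent CellTiter-Glo readout after 48 hours of compound exposure at 37 degrees C defined viability of HT-1080-NT cells. Activity was normalized to DMSO wells and cell-free media wells; concentration-response curves were fitted and assigned curve classes.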
KB-3-1 tox: KB-3-1 parental cell cytotoxicity; KB-3-1 viability, CellTiter-Glo ATP luminescence, 72 h; Potency, µM (series often up to 46.1 µM), for the others: at the top dose activity change, negative = cytotoxic, usual class: cytotoxic; 400,000 tested, 1.4% active; AID 1347075; further: potency means the concentration at half of the fitted maximal effect; on the % scale 0 is the no-effect control and ±100 the full control effect; nearly all actives have a fitted effect of over 60% in size
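Screening of KB-3-1 cells (DMEM, 10% FBS, phenol-red free) ran from lowest to highest compound concentration; after 72 h at 37 °C viability was read luminescently and curves fitted.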
MCF10A rereplic: inducers of DNA re-replication in MCF 10A breast cells | MCF 10A DNA re-replication, Hoechst nuclear intensity, 48 h | Potency, µM (series often up to 46.1 µM), for the others: top-dose activity, positive = re-replication, actives largely listed as activators | 350,000 tested, 2.9% active | AID 624296; further: potency means the concentration at half of the fitted maximal effect; % of control where 0% means no effect; nearly all actives have a fitted effect of over 50% in size
* hit, by the source's call; [ ] = dose if it differs, or a comment. Unless noted, the call rests on the fitted dose curve; in most records, active means well fitted curve in the direction sought with a large enough effect; inconclusive means small, poorly fitted or top-dose-only effect, or another doubt; inactive means no such curve, though single readings can be large; an effect the other way counts as inactive or inconclusive.

What do the screens show for `COc1ccc(-n2cc(-c3ccccc3)c3c(=O)[nH]cnc32)cc1`?
DRD3 agonist: -10; SW480 rerep: 0%; HT1080 IDH1KD tx: -13%; KB-V1 MDR tox: 0%; GLP1R cytotox: 11%; IL-1B inflam inh: -82*; HT1080NT lethal: -3%; KB-3-1 tox: -3%; MCF10A rereplic: 9%

Results for O=C(COc1ccccc1)Nc1ccc2c(c1)nc1n2CCSC1 ?
DRD3 agonist: 21; SW480 rerep: -3%; HT1080 IDH1KD tx: 0%; KB-V1 MDR tox: inconclusive; GLP1R cytotox: -13%; IL-1B inflam inh: -5; HT1080NT lethal: inconclusive; KB-3-1 tox: 19%; MCF10A rereplic: -3%

What do the screens show for `COc1cccc(-c2cnc(C(O)c3ccc(C)c(F)c3)[nH]2)c1` (stereo not drawn)?
DRD3 agonist: -1; HT1080 IDH1KD tx: 0%; KB-V1 MDR tox: 1%; GLP1R cytotox: -4%; IL-1B inflam inh: 3; HT1080NT lethal: 2%; KB-3-1 tox: 0%

How did CC(=O)c1cccc(Nc2nc(-c3sc(C)nc3C)cs2)c1 do in these assays?
DRD3 agonist: 5; SW480 rerep: 1%; HT1080 IDH1KD tx: inconclusive; KB-V1 MDR tox: inconclusive; GLP1R cytotox: inconclusive; IL-1B inflam inh: -57*; HT1080NT lethal: -15%; KB-3-1 tox: -18%; MCF10A rereplic: 28%

What do the screens show for `O=C(NNC(=S)NCCc1ccccc1)c1ccc(Br)s1`?
DRD3 agonist: -22; SW480 rerep: -3%; HT1080 IDH1KD tx: -2%; KB-V1 MDR tox: 5%; GLP1R cytotox: -12%; IL-1B inflam inh: -5; HT1080NT lethal: -28%; KB-3-1 tox: 2%; MCF10A rereplic: 2%

How did S=C(SSC(=S)N1CCOCC1)N1CCOCC1 do in these assays?
DRD3 agonist: -2; HT1080 IDH1KD tx: 0.73µM*; KB-V1 MDR tox: -1%; GLP1R cytotox: 5%; IL-1B inflam inh: 17; HT1080NT lethal: 1.2µM*; KB-3-1 tox: 7%

What do the screens show for `COc1ccc(/C=C(/NC(=O)c2ccc([N+](=O)[O-])cc2)C(=O)NC(C)(C)C)cc1`?
DRD3 agonist: 3; SW480 rerep: 13%; HT1080 IDH1KD tx: 7%; KB-V1 MDR tox: -6%; GLP1R cytotox: 0%; IL-1B inflam inh: 14; HT1080NT lethal: 3%; KB-3-1 tox: -2%; MCF10A rereplic: -34%[inhibitor]

Results for O=C(Nc1ccccc1)C1CCN(S(=O)(=O)c2ccc3c(c2)CCCN3C(=O)C2CCC2)CC1 ?
DRD3 agonist: 2; KB-V1 MDR tox: -6%; GLP1R cytotox: -6%; KB-3-1 tox: -3%

How did O=C(NCCC1=CCCCC1)NC1CCCCC1 do in these assays?
DRD3 agonist: -7; SW480 rerep: -1%; HT1080 IDH1KD tx: 13%; KB-V1 MDR tox: -4%; GLP1R cytotox: -8%; IL-1B inflam inh: 15; HT1080NT lethal: 12%; KB-3-1 tox: -4%; MCF10A rereplic: 8%

What do the screens show for `Cc1ccccc1CN1C(=O)c2ccccc2Sc2ccc(C(=O)OCc3ccco3)cc21`?
DRD3 agonist: -10; KB-V1 MDR tox: inconclusive; GLP1R cytotox: 1%; KB-3-1 tox: -22%

Next section, starting with the last three of the part before.
Results for O=C(Nc1ccccc1)C1CCN(S(=O)(=O)c2ccc3c(c2)CCCN3C(=O)C2CCC2)CC1 ?
DRD3 agonist: 2; KB-V1 MDR tox: -6%; GLP1R cytotox: -6%; KB-3-1 tox: -3%

How did O=C(NCCC1=CCCCC1)NC1CCCCC1 do in these assays?
DRD3 agonist: -7; SW480 rerep: -1%; HT1080 IDH1KD tx: 13%; KB-V1 MDR tox: -4%; GLP1R cytotox: -8%; IL-1B inflam inh: 15; HT1080NT lethal: 12%; KB-3-1 tox: -4%; MCF10A rereplic: 8%

What do the screens show for `Cc1ccccc1CN1C(=O)c2ccccc2Sc2ccc(C(=O)OCc3ccco3)cc21`?
DRD3 agonist: -10; KB-V1 MDR tox: inconclusive; GLP1R cytotox: 1%; KB-3-1 tox: -22%

How did Cc1nnc(-c2ccccc2)o1 do in these assays?
DRD3 agonist: 2; SW480 rerep: -8%; HT1080 IDH1KD tx: 1%; KB-V1 MDR tox: -4%; GLP1R cytotox: -2%; IL-1B inflam inh: 4; HT1080NT lethal: -13%; KB-3-1 tox: -1%; MCF10A rereplic: -1%

Results for O=C(CSc1nc(-c2cccs2)nc2ccccc12)NC1CCS(=O)(=O)C1 (stereo not drawn) ?
DRD3 agonist: -15; SW480 rerep: -10%; HT1080 IDH1KD tx: 5%; KB-V1 MDR tox: 0%; GLP1R cytotox: 0%; IL-1B inflam inh: -2; HT1080NT lethal: -1%; KB-3-1 tox: 6%; MCF10A rereplic: -1%

What do the screens show for `CCOC(=O)c1ccc(-c2ccc3[nH]c4ccccc4c(=O)c3c2)cc1F`?
DRD3 agonist: 10; SW480 rerep: 17%; HT1080 IDH1KD tx: 6%; KB-V1 MDR tox: 9%; GLP1R cytotox: 35%[activator]; IL-1B inflam inh: 17; HT1080NT lethal: 2%; KB-3-1 tox: inconclusive; MCF10A rereplic: 14%

How did Cc1ccc(NC(=O)CSC2=NCCN2)cc1 do in these assays?
DRD3 agonist: -8; SW480 rerep: 15%; HT1080 IDH1KD tx: 1%; KB-V1 MDR tox: -1%; GLP1R cytotox: -13%; IL-1B inflam inh: -61*; HT1080NT lethal: 3%; KB-3-1 tox: 0%; MCF10A rereplic: 21µM*

Results for Cc1nc2ccccn2c1-c1ccnn1S(=O)(=O)c1ccc(F)cc1 ?
DRD3 agonist: 9; SW480 rerep: 3%; HT1080 IDH1KD tx: -13%; KB-V1 MDR tox: -30%; GLP1R cytotox: 1%; IL-1B inflam inh: 20; HT1080NT lethal: inconclusive; KB-3-1 tox: inconclusive; MCF10A rereplic: 0%

Results for Cc1ccc(S(=O)(=O)NCc2ccncc2)cc1 ?
DRD3 agonist: -1; SW480 rerep: inconclusive; HT1080 IDH1KD tx: 6.5µM*; KB-V1 MDR tox: -8%; GLP1R cytotox: -1%; IL-1B inflam inh: 42; HT1080NT lethal: -16%; KB-3-1 tox: inconclusive; MCF10A rereplic: inconclusive

How did NNC(=O)CC1NCCN(Cc2ccccc2)C1=O (stereo not drawn) do in these assays?
DRD3 agonist: 7; SW480 rerep: -5%; HT1080 IDH1KD tx: 13%; KB-V1 MDR tox: inconclusive; GLP1R cytotox: -2%; IL-1B inflam inh: -14; HT1080NT lethal: 15%; KB-3-1 tox: inconclusive; MCF10A rereplic: -9%

What do the screens show for `Cc1nc(-c2ccc(NS(C)(=O)=O)cc2)cs1`?
DRD3 agonist: -2; SW480 rerep: 0%; HT1080 IDH1KD tx: -1%; KB-V1 MDR tox: inconclusive; GLP1R cytotox: 18%; IL-1B inflam inh: -15; HT1080NT lethal: -5%; KB-3-1 tox: -4%; MCF10A rereplic: -4%

How did Cc1ccc(NC(=O)c2cc(N3C(=O)C4CC=CCC4C3=O)ccc2N2CCCCC2)cc1 (stereo not drawn) do in these assays?
DRD3 agonist: 4; SW480 rerep: -8%; HT1080 IDH1KD tx: 24%; KB-V1 MDR tox: -4%; GLP1R cytotox: -13%; IL-1B inflam inh: 24; HT1080NT lethal: 7%; KB-3-1 tox: 1%; MCF10A rereplic: inconclusive

Results for COc1ccc(Cl)cc1S(=O)(=O)NCc1nc2nc(C)cc(C)n2n1 ?
DRD3 agonist: 1; SW480 rerep: -3%; HT1080 IDH1KD tx: 2%; KB-V1 MDR tox: 0%; GLP1R cytotox: 5%; IL-1B inflam inh: -7; HT1080NT lethal: 16%; KB-3-1 tox: -1%; MCF10A rereplic: 5%

How did NC(=O)CC(NC(=O)c1ccccc1)c1ccc(NCCc2ccc(F)cc2)c([N+](=O)[O-])c1 (stereo not drawn) do in these assays?
DRD3 agonist: 25; SW480 rerep: -5%; HT1080 IDH1KD tx: 10%; KB-V1 MDR tox: inconclusive; GLP1R cytotox: -4%; IL-1B inflam inh: -10; HT1080NT lethal: 0%; KB-3-1 tox: -1%; MCF10A rereplic: 20%

How did CC1(C)CC(=O)c2c(noc2-c2ccccc2)C1 do in these assays?
DRD3 agonist: -8; SW480 rerep: 2%; HT1080 IDH1KD tx: 2%; KB-V1 MDR tox: 0%; GLP1R cytotox: -15%; IL-1B inflam inh: -13; HT1080NT lethal: 0%; KB-3-1 tox: 0%; MCF10A rereplic: 2%

How did O=C(CNC(=O)c1n[nH]c2ccccc12)Nc1cc(Cl)ccc1Cl do in these assays?
DRD3 agonist: -1; SW480 rerep: 26%; HT1080 IDH1KD tx: -11%; KB-V1 MDR tox: 5%; GLP1R cytotox: 1%; IL-1B inflam inh: 33; HT1080NT lethal: -12%; KB-3-1 tox: inconclusive; MCF10A rereplic: 5%

How did Cc1cc(C)cc(NC(=O)CN2CCN(C(=O)C3CCCO3)CC2)c1 (stereo not drawn) do in these assays?
DRD3 agonist: 0; SW480 rerep: -4%; HT1080 IDH1KD tx: 22%; KB-V1 MDR tox: 11%; GLP1R cytotox: -20%; IL-1B inflam inh: 2; HT1080NT lethal: 16%; KB-3-1 tox: 8%; MCF10A rereplic: 10%

How did CC(C)(C)C(CCl)C(=O)NN=C(c1ccccc1)c1ccccc1 (stereo not drawn) do in these assays?
DRD3 agonist: -7; SW480 rerep: -6%; HT1080 IDH1KD tx: -3%; KB-V1 MDR tox: -3%; GLP1R cytotox: -14%; IL-1B inflam inh: 3; HT1080NT lethal: 1%; KB-3-1 tox: -9%; MCF10A rereplic: inconclusive
